Screens deposited in PubChem by The Scripps Research Institute Molecular Screening Center.
TEAD-YAP block = TEAD-YAP interaction inhibition, primary screen, TEAD-YAP interaction inhibitor project, luminescence, HEK-TIYL cells | TEAD-Gal4/YAP UAS-luciferase luminescence | inhibition, % at 9.12 µM | 1.4% of 640,000 active; in the data active means inhibition above about 32%;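 further: 0% = median of test compound wells and 100% = reference inhibitor wells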
GPR151 ag = activators of human GPR151, primary screen, cell-based, PathHunter beta-arrestin, luminescence | G-protein coupled receptor 151 (Homo sapiens), Q8TDV0 | PathHunter beta-arrestin GPR151 cells | activation, % at 11.2 µM | 1% of 650,000 active; in the data active means activation above about 4.9%;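 further: 0% = median of compound wells and 100% = cells with positive control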
Target sequence (Q8TDV0 whole entry, looked up): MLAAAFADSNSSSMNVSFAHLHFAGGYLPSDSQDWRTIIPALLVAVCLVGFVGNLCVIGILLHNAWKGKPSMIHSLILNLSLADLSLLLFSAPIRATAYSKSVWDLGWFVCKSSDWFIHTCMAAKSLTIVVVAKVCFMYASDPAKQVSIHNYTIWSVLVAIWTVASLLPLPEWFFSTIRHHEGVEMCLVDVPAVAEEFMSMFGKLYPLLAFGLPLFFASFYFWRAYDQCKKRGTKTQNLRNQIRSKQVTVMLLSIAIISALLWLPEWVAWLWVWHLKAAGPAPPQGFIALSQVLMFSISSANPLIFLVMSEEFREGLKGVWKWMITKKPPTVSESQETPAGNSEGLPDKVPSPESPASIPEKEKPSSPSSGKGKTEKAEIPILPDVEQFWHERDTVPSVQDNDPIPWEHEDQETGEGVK
FBW7 activator = FBW7 E3 ligase activators, primary screen, biochemical, AlphaScreen, human. F-box/WD repeat-containing protein 7 (Homo sapiens), Q969H0. AlphaScreen FBW7–phospho-cyclin E peptide binding, activator screen. normalized activity (activation), % at 26.1 µM. 0.13% of 650,000 active. AID 1259310, 2017; in the data active means normalized activity above about 1.9%;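 further: purified mutant Fbw7 with reduced substrate affinity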
MITF primary = MITF inhibitors, primary screen, biochemical, AlphaScreen, human | Microphthalmia-associated transcription factor (Homo sapiens), O75030 | AlphaScreen MITF homodimerization, bead proximity signal | inhibition, % at 2.6 µM | 0.91% of 650,000 active; in the data active means inhibition above about 50%;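 further: 0% = vehicle wells with protein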
Target sequence (O75030 whole entry, looked up): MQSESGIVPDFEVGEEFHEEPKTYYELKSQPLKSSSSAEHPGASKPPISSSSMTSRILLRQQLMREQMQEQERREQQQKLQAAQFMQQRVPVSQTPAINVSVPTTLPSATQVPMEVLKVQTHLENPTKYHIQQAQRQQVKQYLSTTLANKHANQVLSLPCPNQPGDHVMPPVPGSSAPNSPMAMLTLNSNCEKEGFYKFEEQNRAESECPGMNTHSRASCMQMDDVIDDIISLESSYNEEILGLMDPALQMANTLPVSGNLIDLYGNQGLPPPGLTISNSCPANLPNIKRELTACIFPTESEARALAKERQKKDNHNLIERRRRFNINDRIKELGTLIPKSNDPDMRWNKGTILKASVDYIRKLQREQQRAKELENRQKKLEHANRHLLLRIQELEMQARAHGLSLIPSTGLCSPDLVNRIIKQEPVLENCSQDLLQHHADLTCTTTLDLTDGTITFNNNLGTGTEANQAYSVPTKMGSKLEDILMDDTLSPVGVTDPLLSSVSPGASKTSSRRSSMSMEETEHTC
Starred values were filed as active, the others as inactive; & = joins results of further samples. No enrichment for hits. Share with any hit: about 3.4%.

SMILES | TEAD-YAP block | GPR151 ag | FBW7 activator | MITF primary
CC(=O)c1cccc(NC(=O)Nc2cccc(Cl)c2)c1 | -18 | -1.1 | 0.0 | 0
COc1cc(NC(=O)COc2ccc(Cl)cc2C)c(OC)cc1Cl | 9 | 0.7 | -0.1 | 1
Cc1cc(NC(=O)CSc2nncn2C)ccc1Cl | 24 | 0.3 | -0.1 | 5
O=C(Nc1cccc(Cl)c1)c1nn2c(C(F)(F)F)cc(-c3ccccc3)nc2c1Br | -5 | -0.1 | -0.1 | -6
CCC(C)NC(=O)c1cc(S(=O)(=O)N2CCc3ccccc32)cn1C (configuration not stated) | 13 | 0.9 | 0.1 | 5
O=C(NC1CCCCC1)N1c2ccccc2C=Cc2ccccc21 | 5 | 0.3 | -0.2 | 10
CCOc1ccc2c(=O)c(-c3ccc(Cl)cc3)c(C(F)(F)F)oc2c1 | -17 | -1.3 | 0.0 | -9
COCCCNC(=O)CSc1nc2ccccc2c(=O)n1CCCC(=O)NCC1CCCO1 (configuration not stated) | 12 | -1.2 | 0.7 | 14
Cc1ccc2onc(CC(=O)NC3CCCCCC3)c2c1 | -24 | -0.5 | 0.0 | -4
COc1ccc(/C=N/NC(=O)c2ccc(Cl)cc2)cc1O | -8 | 1.6 | -0.1 | 4
O=C(CN1CCOCC1)N/N=C/c1ccc(Cl)cc1 | 2 | -1.3 | 0.0 | 6
COc1ccc(/C(O)=C2/C(=O)C(=O)N(CCCC(=O)O)C2c2ccc(O)cc2)cc1 (configuration not stated) | 11 | 0.8 | 0.0 | 9
Fc1ccc(NC(=S)NCc2ccccn2)cc1 | -15 | 1.7 | -0.3 | -1
CCOC(=O)Cc1[nH]nc2c1C(c1cccc(F)c1F)C(C#N)=C(N)O2 (configuration not stated) | 9 | 2.9 | 1.6 | 17
COc1cccc(-n2c(=S)sc3c(=O)n(-c4ccccc4OC)c(SCC#N)nc32)c1 | -7 | -1.7 | 1.2 | 15
Cc1cc(NC(=O)Cc2ccccc2)n(-c2ccccc2)n1 | 3 | -1.1 | -0.1 | 3
COCc1ccc(-c2ccc(OC3CCN(S(C)(=O)=O)CC3)cc2)cc1 | 9 | 2.1 | 0.0 | 1
O=C(COc1ccc([N+](=O)[O-])cc1)Nc1ccccc1O | -69 | -2.8 | 0.2 | 7
O=C(NCCc1ccccc1)c1nn2c(C(F)(F)F)cc(-c3cccs3)nc2c1Br | 4 | 1.1 | 0.3 | -1
Cc1nn(C(=O)c2ccc(Br)cc2)c(C)c1Sc1ccc([N+](=O)[O-])cc1 | 10 | -0.2 | -0.1 | 3
O=C1NC(=O)C(=Cc2ccc(O)c(Cl)c2)C(=O)N1 | 5 | -0.8 | -0.3 | 10
CS(=O)(=O)c1ccccc1CN1CCC(NC2CCCCCC2)CC1 | -3 | 0.6 | -0.1 | 4
N#C/C(=C(/O)c1cccc([N+](=O)[O-])c1)c1nc2ccccc2s1 | -7 | 0.2 | 0.2 | 14
COc1ccc(-c2nnc(SCc3nnc(-c4cccs4)o3)o2)cc1 | -3 | 0.2 | 0.1 | 13

Seven records picked at random from those above:
SMILES | TEAD-YAP block | GPR151 ag | FBW7 activator | MITF primary
COc1ccc(-c2nnc(SCc3nnc(-c4cccs4)o3)o2)cc1 | -3 | 0.2 | 0.1 | 13
Cc1nn(C(=O)c2ccc(Br)cc2)c(C)c1Sc1ccc([N+](=O)[O-])cc1 | 10 | -0.2 | -0.1 | 3
O=C1NC(=O)C(=Cc2ccc(O)c(Cl)c2)C(=O)N1 | 5 | -0.8 | -0.3 | 10
CS(=O)(=O)c1ccccc1CN1CCC(NC2CCCCCC2)CC1 | -3 | 0.6 | -0.1 | 4
Fc1ccc(NC(=S)NCc2ccccn2)cc1 | -15 | 1.7 | -0.3 | -1
Cc1cc(NC(=O)Cc2ccccc2)n(-c2ccccc2)n1 | 3 | -1.1 | -0.1 | 3
CCOC(=O)Cc1[nH]nc2c1C(c1cccc(F)c1F)C(C#N)=C(N)O2 (configuration not stated) | 9 | 2.9 | 1.6 | 17

(list continues)
SMILES | TEAD-YAP block | GPR151 ag | FBW7 activator | MITF primary
CC1CCCCC1NS(=O)(=O)c1ccc(F)c(C(=O)Nc2cccc(Cl)c2)c1 (configuration not stated) | -1 | -0.7 | 0.1 | 15
O=C1NN(c2ccccc2)C(=O)/C1=C/c1cccn1-c1ccc([N+](=O)[O-])cc1 | -1 | -1.0 | 0.0 | 17
O=C(Cc1ccc([N+](=O)[O-])cc1)NCc1ccccc1Cl | -7 | -0.4 | -0.1 | -4
Cc1cc(CN2CCC(C(=O)Nc3cccc(-c4ccco4)c3)CC2)oc1C | 0 | 0.2 | -0.1 | 7
NC(=O)c1ccc(-c2nc(NC3CC3)c3[nH]cnc3n2)cc1 | 0 | -0.3 | 0.1 | 16
O=C(c1ccccc1[N+](=O)[O-])N1CCN(c2cccc(C(F)(F)F)c2)CC1 | 4 | -0.2 | 0.0 | 6
Cc1ccc(-n2c(SCc3cc(=O)n4ccccc4n3)nc3[nH]ncc3c2=O)cc1 | 17 | 0.7 | 0.1 | 2
Nc1c(CN2CCOCC2)ccc2c1C(=O)c1ccccc1C2=O | -68 | 0.0 | -1.2 | -3
CCOC(=O)C1(CC)NC(c2ccco2)C2C(=O)N(C)C(=O)C21 (configuration not stated) | 2 | -0.3 | 0.4 | 23
CCc1nnc(N/N=C/c2c(F)cccc2Cl)n1N | 12 | -1.0 | -0.8 | 12
COC(=O)C(NS(C)(=O)=O)(c1cccn1C)C(F)(F)F (configuration not stated) | 11 | -1.4 | 0.1 | 11
CCOc1ccc(NC(=O)CN2CCN(c3nc(-c4ccc(F)cc4)cs3)CC2)cc1 | -2 | -2.5 | 0.0 | -17

Profiles, quoted from the list.
`Nc1c(CN2CCOCC2)ccc2c1C(=O)c1ccccc1C2=O` in the list: TEAD-YAP block: -68; GPR151 ag: 0.0; FBW7 activator: -1.2; MITF primary: -3
`COc1ccc(/C=N/NC(=O)c2ccc(Cl)cc2)cc1O` in the list: TEAD-YAP block: -8; GPR151 ag: 1.6; FBW7 activator: -0.1; MITF primary: 4
`O=C(NC1CCCCC1)N1c2ccccc2C=Cc2ccccc21` in the list: TEAD-YAP block: 5; GPR151 ag: 0.3; FBW7 activator: -0.2; MITF primary: 10

Additional results follow:
SMILES | TEAD-YAP block | GPR151 ag | FBW7 activator | MITF primary
CCC(C)NC(=O)C(=O)NCc1ccc(C)cc1 (configuration not stated) | -13 | -0.4 | 0.0 | -3
Cc1cccc2sc(N(CCN(C)C)C(=O)c3ccc4c(c3)OCCO4)nc12 | -1 | -1.1 | -0.2 | 9
Cn1c(=O)c2c(nc(NCCCO)n2Cc2ccc(Cl)cc2)n(C)c1=O | 0 | 4.2 | -0.1 | -10
O=C1CCCN1CCCNc1nc(NCc2cccnc2)c2ncn(C3CCCCC3)c2n1 | -12 | -2.7 | 0.1 | 9
CC1(C)CC(=O)/C(=C/c2ccccc2)C(C)(C)N1 | 4 | 1.6 | 0.1 | 0
Cc1ccnc(N2C(=O)c3ccccc3C2O)c1 (configuration not stated) | 17 | -5.9 | 0.0 | -12
CCOC(=O)N1CCN(S(=O)(=O)c2ccc(Cl)c(OCC)c2)CC1 | 5 | -0.6 | -0.1 | 7
CCOc1ccc(-n2nc(C(=O)N(C)C3CCCCC3)c3ccccc3c2=O)cc1 | -7 | -0.5 | 0.1 | -1
Cc1nc(NCc2ccc(F)cc2)c2cc(C)sc2n1 | 26 | 2.1 | 0.0 | 6
CC(=O)c1cccc(NC(=O)c2cc(S(=O)(=O)N3CCCCC3)ccc2Cl)c1 | 4 | -0.6 | 0.3 | 14
CCN(CC)S(=O)(=O)c1ccc(N2CCCC2)c(C(=O)OCC(=O)/C(C#N)=C(\C)N)c1 | -12 | -0.9 | -0.1 | 5
COc1cc(OC)cc(C(=O)c2ccc(C(=O)Nc3cc(C(C)C)c(O)cc3C)cc2)c1 | 47* | 0.2 | 0.1 | -1

In a second layout: 2 of the compounds above.
Compound: COc1cccc(-n2c(=S)sc3c(=O)n(-c4ccccc4OC)c(SCC#N)nc32)c1
  TEAD-YAP block = -7	GPR151 ag = -1.7	FBW7 activator = 1.2	MITF primary = 15

Compound: Cc1cc(NC(=O)Cc2ccccc2)n(-c2ccccc2)n1
  TEAD-YAP block = 3	GPR151 ag = -1.1	FBW7 activator = -0.1	MITF primary = 3

(further entries)
SMILES | TEAD-YAP block | GPR151 ag | FBW7 activator | MITF primary
Cn1c(N)c(C(=O)COC(=O)CNC(=O)c2ccccc2Cl)c(=O)n(C)c1=O | 4 | 1.1 | -0.1 | 5
C=CCn1c(NC2CC2)cc(=O)n(C)c1=O | 0 | -0.2 | 0.1 | 1
CCOc1ccccc1CN1CCC(n2nccc2NC(=O)C(C)(C)C)CC1 | -13 | 6.8* | 0.0 | 13
O=C(C[n+]1cccc(Br)c1)c1cccs1 | 0 | 7.8* | 1.1 | -13
CC(C)(CO)NCc1ccccc1OCc1ccc(Cl)cc1 | 3 | 1.0 | 0.2 | 7
CCc1cccc(C)c1NC1=NS(=O)(=O)c2ccccc21 | -11 | -0.9 | 0.1 | -3
O=C1C=C(Nc2ccc(O)cc2)c2ccccc2C1=O | 93* | 0.0 | -0.1 | 14
O=c1c(O)c(-c2cc(O)c(O)c(O)c2)oc2cc(O)cc(O)c12 | 2&-4 | 0.1&4.9 | -0.1&-0.3 | 82*
Cn1c(NN)nc2c(c1=O)C1(CCCCC1)Cc1ccccc1-2 | 4 | 0.4 | -0.1 | 5
COc1ccc([N+](=O)[O-])cc1/C=N/NC(=O)CSCc1cccc(Br)c1 | -4 | -0.4 | 0.0 | -6
c1ccc(CNc2ncnc3oc(-c4ccccc4)c(-c4ccccc4)c23)cc1 | 2 | 0.4 | 0.6 | 17
CCCC(=O)Nc1ccc([N+](=O)[O-])cc1Cl | 1 | 0.7 | -0.1 | -11
Nc1cc(N)nc(SCC(=O)N2CCN(S(=O)(=O)c3ccccc3)CC2)n1 | 3 | 0.7 | -0.1 | 8
O=C(c1ccc([N+](=O)[O-])cc1)N1CCc2[nH]c3ccccc3c2C1 | 9 | 0.9 | 0.0 | 5
Cc1cccc(NC(=O)C2C3C=CC4(O3)C2C(=O)N(CCN2CCCCC2)C4C(=O)NC2CCCC(C)C2C)c1 (configuration not stated) | -19 | 0.3 | 0.0 | -3
O=C(O)c1ccc(NC(=O)c2ccccc2)cc1 | -4&-3 | -6.8&-6.9 | -0.1&0.0 | 0&-1
C/C(=N\NC(=O)c1cc(C(C)(C)C)[nH]n1)c1ccc([N+](=O)[O-])cc1 | -8 | -0.6 | -0.2 | -2
Cc1[nH]c2ccccc2c1/C=N/Nc1nc(N2CCCC2)nc(N2CCCC2)n1 | -6 | -0.6 | 0.1 | 1
Cc1ccc(NC(=O)CSc2nc3ccccc3c(=O)n2CCCN2CCCCC2)cc1 | 3 | -0.1 | 0.2 | 23
C=CCn1c(CSCc2ccccc2)nnc1SCC(=O)Nc1nc(C)cs1 | 5 | -0.5 | -0.4 | 22
Cc1ccc(C(=O)c2sc3nc(C)cc(C)c3c2N)cc1 | -19 | -0.5 | 0.1 | -16
CCOc1ccc(Nc2cc(=O)oc3ccccc23)cc1 | -14 | 0.0 | 0.0 | 5
CC(C(=O)Nc1ccccc1)C(=O)Nc1ccccc1 | -7 | -0.2 | 0.0 | 4
CCc1ccc(N(CC(=O)NCCOC)C(=O)CCC(=O)Nc2ccccn2)cc1 | 12 | -1.1 | 0.6 | 5
O=C(Cn1c(=S)[nH]c2ccccc2c1=O)N1CC=C(c2ccccc2)CC1 | -7 | -1.2 | 0.1 | -12
Cc1cc(C)n(C(=O)c2cc(Br)ccc2Cl)n1 | -5 | 3.1 | 0.0 | -12
Cc1nc(SCc2cc(=O)n3ccsc3n2)c2c(-c3cccs3)csc2n1 | 10 | 1.2 | 0.1 | 2
O=C(Cn1c(=O)oc2ccccc21)Nc1cccnc1 | 4 | -0.1 | 0.0 | 9
COC(=O)c1sccc1NC(=S)N1CC(C)CC(C)C1 (configuration not stated) | 1 | -0.9 | 0.1 | 3
CNC(=O)NC(=O)COC(=O)CCCOc1ccc(OC)cc1 | 0 | -0.9 | 0.1 | -3
O=C(NC1CC1)c1ccc(-c2nc(NCc3cccc(C(F)(F)F)c3)c3ncn(CCN4CCCC4=O)c3n2)cc1 | 10 | 0.2 | 0.0 | 8
CCn1c(NCCCO)nc2ccccc21 | 0 | 1.2 | -0.1 | -7
Cc1cc(CO)c(C)n1-c1ccc(OCc2ccccc2)cc1 | 1 | -0.8 | 0.0 | 6
CCOC(=O)C(=CNc1cccc([N+](=O)[O-])c1)C(=O)OCC | 8 | 1.3 | 0.2 | -3
COCCOC(=O)c1c(N)sc(C(N)=O)c1C | 3 | 8.5* | 0.0 | -4
Cc1cc(NC(=O)CSc2ccc(-c3sc(C)nc3C)nn2)no1 | 2 | 0.0 | 0.0 | 10
COc1ccc(CNc2nc(Nc3ccc(OC)cc3)nc3cc(OC)c(OC)cc23)cc1 | 2 | 0.1 | -0.1 | 13
COc1ccc(CCC(=O)Nc2cc(Cl)ccc2OC)cc1 | -1 | 0.6 | 0.0 | -2
CCOC(=O)c1c(NC(=O)C(=O)NCc2cccnc2)sc2c1CCCC2 | 2 | -0.5 | -0.1 | -2
COc1ccc(-c2nc3ncnc(NCCc4ccc(O)cc4)c3[nH]2)cn1 | 58* | -0.8 | -0.2 | 4
